TSG101-PTAP inh: blocks PTAP/TSG101 interaction to inhibit HIV-1 budding; Q99816; Fluorescence polarization, FITC-PTAP peptide / Tsg101 binding; Potency, µM (highest dose often 115 µM), without a hit: at the highest dose activity change, negative = inhibition, hits mostly inhibitors; 340,000 tested, under 10 active; AID 493005; active means well fitted inhibition curve with a large enough effect in the main read-out, with a control signal flat, not every such curve was filed as active; inconclusive means small, poorly fitted or top-dose-only effect, or effect the other way, or a change in a side signal; inactive means no such curve, though single readings can be large or run the other way; further: potency means the concentration at half of the fitted maximal effect; % of control where 0% means no effect
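FP read-out: FITC-PTAP peptide, 50 nM final, binding Tsg101 binding domain, 10 uM final; 20 min, r.t.; 10 mM HEPES pH 7.5, 0.15 M NaCl, 0.01% Tween 20, 3 mM EDTA, 0.1 mM TCEP.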
TSHR antag: antagonists of human thyroid stimulating hormone receptor. 330,000 tested, 0.2% active. TSHR-expressing cells, TSH-stimulated cAMP HTRF, 2 h; active compounds read low. activity change, negative = inhibition, % at 11.5 µM;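 active means activity change below a set negative limit, meaning inhibition stronger than a set level, cut at about -70% in these data; inconclusive means activity change between two set negative limits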; further: on the % scale 0 is the no-effect control and ±100 the full control effect
Target sequence (P16473 whole entry, looked up): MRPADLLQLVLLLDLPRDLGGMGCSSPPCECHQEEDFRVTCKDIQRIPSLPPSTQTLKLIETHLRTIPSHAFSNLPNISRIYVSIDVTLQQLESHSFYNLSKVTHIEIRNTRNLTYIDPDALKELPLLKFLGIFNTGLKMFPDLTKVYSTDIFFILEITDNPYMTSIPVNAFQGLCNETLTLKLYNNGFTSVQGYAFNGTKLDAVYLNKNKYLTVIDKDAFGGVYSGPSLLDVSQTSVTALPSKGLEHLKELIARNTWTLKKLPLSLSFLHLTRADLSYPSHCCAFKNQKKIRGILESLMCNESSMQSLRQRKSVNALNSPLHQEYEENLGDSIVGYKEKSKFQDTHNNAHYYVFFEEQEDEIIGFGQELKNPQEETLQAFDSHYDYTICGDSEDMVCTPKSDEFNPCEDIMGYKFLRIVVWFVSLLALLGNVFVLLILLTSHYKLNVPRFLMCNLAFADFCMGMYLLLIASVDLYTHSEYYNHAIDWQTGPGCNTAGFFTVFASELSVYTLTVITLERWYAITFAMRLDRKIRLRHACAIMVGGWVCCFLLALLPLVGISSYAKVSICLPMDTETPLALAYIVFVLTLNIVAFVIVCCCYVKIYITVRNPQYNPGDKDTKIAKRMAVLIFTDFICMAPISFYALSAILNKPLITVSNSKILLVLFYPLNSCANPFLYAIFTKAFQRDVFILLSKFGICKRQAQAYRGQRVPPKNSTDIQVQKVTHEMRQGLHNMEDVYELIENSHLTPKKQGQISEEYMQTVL
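Antagonism was scored as loss of TSH-driven cAMP in TSHR cells, stimulated with 4nM TSH (EC80) for 2 hours at 37 deg C and detected by homogeneous HTRF competition immunoassay.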
TCR act: activates T cell receptor signaling. AID 504894. Potency, µM (doses to about 9.22 µM), inactives show at the top dose activation of IL-2 secretion, usual class: activators. 330,000 tested, under 10 active. primary human leukocytes, anti-CD3, IL-2 HTRF, 48 h; further: % of control where 0% means no effect
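Primary human leukocytes receive a-CD3 beads and test compound and are incubated 48 hr. Secreted IL-2 is then assayed by HTRF, measuring 665nm acceptor emission after 320nm excitation of the europium donor.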
ASM inhibitor: inhibitors of human secretory acid sphingomyelinase. placental ASM, HMU-PC fluorogenic substrate, 60 min. AID 504937. P17405. 340,000 tested, 0.006% active. Potency, µM (series often up to 57.5 µM), inactives show at the top dose activity change, negative = inhibition, most hits filed as inhibitors; further: potency means the concentration at half of the fitted maximal effect
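qHTS format. ASM enzyme prepared from human placenta hydrolyses the fluorogenic substrate HMU-PC0 (9 uM final) over 60 min at 37 °C after a 10 min compound preincubation.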
Mito fusion act: inhibitors of mitochondrial division or activators of mitochondrial fusion | S. cerevisiae fusion-defective mutant growth rescue, CellTiterGlo 48 h | 320,000 tested, 0.23% active | Potency, µM (doses to about 46.1 µM), inactives show at the top dose growth rescue (activation), hits mostly activators | AID 485298;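 further: potency means the concentration at half of the fitted maximal effect; % of control where 0% means no effect; nearly all actives have a fitted effect of over 45% in size; temperature-sensitive fusion mutants such as fzo1-1 at 37 °C on non-fermentable ethanol glycerol medium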
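Growth-rescue viability read-out: after 48 h at the non-permissive 37C in glycerol/ethanol YPEG, yeast mitochondrial fusion mutants are measured by CellTiterGlo luminescence; compounds (23 nl pinned per well) restoring growth score as division inhibitors or fusion activators.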
CXXC DNA block: blocks binding of human MLL CXXC domain to DNA | 290,000 tested, 0.037% active | MLL-CXXC / FITC-HOXA9 DNA fluorescence polarization | Q03164 | Potency, µM (titrated, usually from 115 µM), without a hit: at the highest dose activity change, negative = inhibition, most hits filed as inhibitors | AID 2662; active means well fitted inhibition curve with a large enough effect in the polarisation, with a control signal flat, not every such curve was filed as active; inconclusive means small, poorly fitted or top-dose-only effect, or effect the other way, or a change in a side signal; inactive means no such curve, though single readings can be large or run the other way; the % refers to the polarisation; further: potency means the concentration at half of the fitted maximal effect
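Purified MLL-CXXC (added from a 7 uM solution) was preincubated 5 min at ambient with pinned compounds in 50 mM Tris-HCl pH 7.5, 50 mM NaCl, 1 mM DTT, 0.05% BSA. Fluorescein-labeled HOX-A9 DNA (50 nM solution) followed, 30 min, then polarization read.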
AT treatment: candidate therapy for ataxia-telangiectasia; […] A-T fibroblasts, KAP-1 phosphorylation AlphaLISA; neocarzinostatin DNA damage 30 min before lysis; Potency, µM (highest dose often 57.5 µM), for the others: at the top dose activation, actives largely listed as activators; 320,000 tested, 0.19% active; further: potency means the concentration at half of the fitted maximal effect; % of control where 0% means no effect; nearly all actives have a fitted effect of over 45% in size
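hTERT-immortalized A-T patient fibroblasts ([…]), 500 cells/well in OPTI-MEM, 1% FBS, got compounds for 60 min, then NCS for 30 min at 37C. Lysates were then assayed for phospho-KAP-1 by AlphaLISA (anti-pKAP1 donor, anti-KAP1 acceptor beads), 6 hr at 25C.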
Integrin act MD: activators of alpha7 integrin expression for muscular dystrophy | alpha7betagal myoblasts, beta-gal FDG fluorescence, 48 h | Potency, µM (highest dose often 38.3 µM), without a hit: top-dose activation, actives largely listed as activators | 350,000 tested, 0.064% active;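 further: potency means the concentration at half of the fitted maximal effect; 100% = response of the positive control SU9516; nearly all actives have a fitted effect of over 60% in size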
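Alpha7betagal+/- myoblasts (passage 13) were plated 16-24 hr, then exposed to compounds (1:260 dilution of DMSO stock) for 48 hours at 37C. After MPER lysis, β-galactosidase reporter activity was read as FDG fluorescence (ex 480/em 540) after 30 minutes.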
MBNL1 CUG block: inhibitors of human MBNL1 binding to CUG repeat RNA | TR-FRET MBNL1-His/biotin-(CUG)12 binding, 665/545 ratio | Potency, µM (highest dose often 57.5 µM), without a hit: at the highest dose activity change, negative = inhibition, most hits filed as inhibitors | 280,000 tested, 0.036% active | AID 2675; active means well fitted inhibition curve with a large enough effect in the signal ratio, with a control signal flat, not every such curve was filed as active; inconclusive means small, poorly fitted or top-dose-only effect, or effect the other way, or a change in a side signal; inactive means no such curve, though single readings can be large or run the other way; the % refers to the signal ratio; further: potency means the concentration at half of the fitted maximal effect; on the % scale 0 is the no-effect control and ±100 the full control effect
Target sequence (Q9NR56 whole entry, looked up): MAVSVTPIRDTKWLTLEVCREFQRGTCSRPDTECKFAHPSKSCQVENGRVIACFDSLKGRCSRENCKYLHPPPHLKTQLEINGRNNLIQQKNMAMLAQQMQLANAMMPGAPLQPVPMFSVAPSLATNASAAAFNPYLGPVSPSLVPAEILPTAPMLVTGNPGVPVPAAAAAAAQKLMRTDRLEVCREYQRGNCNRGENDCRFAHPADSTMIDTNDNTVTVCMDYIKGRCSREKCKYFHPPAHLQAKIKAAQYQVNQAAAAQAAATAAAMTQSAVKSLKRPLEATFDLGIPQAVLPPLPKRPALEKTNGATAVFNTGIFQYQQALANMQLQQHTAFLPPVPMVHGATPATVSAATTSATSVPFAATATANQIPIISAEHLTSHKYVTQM
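Compound titration spanned 92 nM–58 uM against the MBNL1-His/biotin-(CUG)12 complex. After 60 min at room temperature with 5 nM streptavidin-XL665 and 0.055 ng/ul terbium anti-His, ratiometric 665/545 nm emission (Ex 340 nm) normalized to controls.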
Menin MLL FP TR: menin-MLL binding inhibition, Texas Red mutant peptide. 270,000 tested, 0.23% active. Menin + Texas Red MLL mutant peptide, fluorescence polarization. AID 1768. Potency, µM (top dose mostly 61.6 µM), inactives show at the highest dose FP activity change, negative = inhibition, most hits filed as inhibitors; active means well fitted inhibition curve with a large enough effect in the polarisation, with a control signal flat, not every such curve was filed as active; inconclusive means small, poorly fitted or top-dose-only effect, or effect the other way, or a change in a side signal; inactive means no such curve, though single readings can be large or run the other way; the % refers to the polarisation; further: potency means the concentration at half of the fitted maximal effect; % of control where 0% means no effect; many of its hits are not listed in these tables
Starred values were filed as active, the others as inactive; u = inconclusive; x = no result given; [ ] = dose if it differs, or a comment. Unless noted, the call rests on the fitted dose curve; in most records, active means well fitted curve in the direction sought with a large enough effect; inconclusive means small, poorly fitted or top-dose-only effect, or another doubt; inactive means no such curve, though single readings can be large; an effect the other way counts as inactive or inconclusive.

SMILES	TSG101-PTAP inh	TSHR antag	TCR act	ASM inhibitor	Mito fusion act	CXXC DNA block	AT treatment	Integrin act MD	MBNL1 CUG block	Menin MLL FP TR
CCc1nc2c(cnn2-c2ccc(F)cc2)c(=O)n1-c1ccc(N2CCC(C)CC2)cc1	-1%	-7	2%	-11%	4%	-10%	4%	21%	-4%	u
O=C(/C=C/c1ccc(Br)cc1)c1ccc(NC(=O)c2ccco2)cc1	-6%	2	2%[46.1 µM]	1%	16%	40%[activator]	9%	15%	-2%	u
CC(C)C(OC(=O)c1cccs1)C(=O)NCc1ccc(F)cc1 (stereo not drawn)	-4%	11	1%	-1%	-1%	34%	4%	17%	-3%	16%
O=C(CN1C(=O)NC2(CCOc3ccccc32)C1=O)c1ccc(F)cc1 (stereo not drawn)	2%	-8	x	1%	5%	x	x	2%	x	x
COc1cccc(C(=O)N2CCC(C(=O)N3CCN(C)CC3)CC2)c1	2%	0	8%	-2%	1%	4%	-4%	-37%	-4%	-13%
CC(=O)N1CCN(C2c3cccc4cccc(c34)C2NS(=O)(=O)c2ccccc2)CC1 (stereo not drawn)	-1%	0	6%	-2%	7%	3%	2%	-1%	5%	1%
Cc1oc(-c2ccccc2Cl)nc1CSCC(=O)O	0%	-14	0%	1%	-3%	3%	16%	14%	1%	0%[11.7 µM]
CC(=O)c1cc2c(cc1NC(=O)c1cc(C)nn1-c1ccccc1)OCO2	2%	-8	0%	259%[activator]	-1%	11%	2%	10%	6%	6%
COc1cc(/C=N/NC(=O)c2cc(-c3cccn3C)n[nH]2)cc(OC)c1OC	-6%	-3	2%	-1%	4%	0%	-3%	22%	11%	16%
CCCCC/C(=N\NC(=O)Nc1ccccc1)c1ccccc1	0%	-10	-2%	4%	10%	16%	0%	16%	-7%	-5%
Cn1c(=O)c2c(ncn2CC(=O)Nc2ccccc2N2CCOCC2)n(C)c1=O	-5%	14	x	4%	1%	0%	-4%	16%	12%	3%
COCc1nc(-c2ccc(-c3ccccc3)nc2OC)no1	-3%	24	-3%[46.1 µM]	3%	10%	0%	13%	-10%	18%	-10%
CC1CN(C(=O)CCC(=O)NCc2ccc(Cl)cc2)c2ccccc2O1 (stereo not drawn)	1%	12	-7%	1%	-1%	x	-8%	12%	-6%	18%
O=C(O)c1cccc(S(=O)(=O)Nc2cccc(S(=O)(=O)N3CCCCCC3)c2)c1	0%	-3	-2%	7%	-3%	9%	3%	29%	-25%	-1%
Cc1cccc(NC(=O)Nc2ccccc2)n1	0%	4	6%	-2%	-8%	5%	-1%	-8%	-3%	u
Cc1cc(C)n(CCC(=O)Nc2cccc(F)c2)n1	-4%	10	7%	0%	-22%	28%	2%	13%	3%	-2%
Cc1c(C)n(C)c2ccc(C(=O)Nc3cccc4ccccc34)cc12	0%	-19	-6%	-16%	-1%	29%	0%	-14%	17%	x
N#CC1(NC(=O)COC(=O)CSc2ccc(F)cc2)CCCCC1	0%	-3	3%	4%	-3%	x	-6%	-3%	x	x
Nc1nc(SCC(=O)Nc2cccnc2Cl)n[nH]1	-8%	7	-8%	5%	3%	-3%	-1%	-47%[inhibitor]	-4%	2%
COc1ccc(NC(=O)Nc2nc3c(s2)CCCC3)cc1	-2%	-9	-7%[46.1 µM]	-3%	-9%	10%	-5%	2%	-11%	u
CCN1CCN(CCCN(Cc2cccs2)C(=S)Nc2ccccc2C)CC1	-2%	-8	-6%	0%	3%	1%	-1%	u	-1%	5%
CCN(CC)C(=O)CSc1nc2ncc(Cl)cc2[nH]1	4%	-3	0%	4%	-4%	8%	x	9%	6%	7%
COc1ccc(CCNC(=O)C2CCN(Cc3nc(-c4cccc(Cl)c4)oc3C)CC2)cc1OC	-1%	1	2%	1%	-5%	0%	-4%	0%	0%	-12%
CC(C)(C)c1ccc(-c2nc3n(c(=O)c2C#N)CCS3)cc1	-8%	-14	-4%	-7%	7%	-7%	-2%	-25%	u	-11%
Cc1ccc(NC(=O)CCn2cccc2)cc1	-4%	5	x	-3%	-1%	-3%	x	-4%	-3%	-1%
CC(C)(C)c1ccc(C(=O)NCC(=O)OCC(=O)Nc2ccccc2[N+](=O)[O-])cc1	-5%	3	5%[46.1 µM]	-6%	0%	-9%	-4%	u	x	-8%
COc1ccc(-n2c(=O)[nH]cc(C(=O)Nc3ccc4c(c3)OCO4)c2=O)cc1OC	x	-17	53%	-2%	3%	-11%	0%	26%	0%	10%
CCN(CC)C(=O)Cn1cc(S(=O)(=O)CC(=O)NCCc2ccc(OC)c(OC)c2)c2ccccc21	-6%	-3	4%	1%	-1%	-3%	-2%	0%	-14%	-22%
CC(=O)/C(C#N)=C1\NC(=O)C(Cc2ccccc2)S1 (stereo not drawn)	-2%	-12	-2%	0%	-1%	4%	3%	19%	4%	6%
CN1CCCN(c2ccc([N+](=O)[O-])cc2)CC1	-6%	2	-5%	-12%	-5%	3%	2%	-19%	u	14%
CCc1cccc(Nc2c3c(nc4ncnn24)CCC3)c1	1%	-16	-6%	-2%	17%	18%	-3%	1%	0%	u
Cc1ccc(N2CCN(S(=O)(=O)c3ccc(F)cc3)CC2)c(C)c1	0%	-46	13%[46.1 µM]	-2%	15%	-4%	1%	-16%	2%	-10%
CC1=CCC2C(=O)N(c3cccc(C(=O)NCc4ccccc4)c3)C(=O)C2C1 (stereo not drawn)	0%	-15	-6%	-1%	10%	3%	4%	41%	-6%	-6%
CC(=O)c1coc2ccc(OCC(=O)O)cc12	0%	7	1%[46.1 µM]	1%	-1%	-6%	2%	5%[7.66 µM]	4%	0%
Cc1cc(OCCCC(=O)NCCc2nnc3ccccn23)ccc1Cl	2%	x	x	-5%	x	x	14%	29%	x	x
CCN(CCCNC(=O)c1[nH]c(C)c(C(C)=O)c1C)c1ccccc1	-4%	22	4%	-4%	5%	0%	-8%	-15%	-4%	20%
Cc1ccc(NC(=O)c2oc3ccccc3c2NC(=O)C2CC2)cc1	-1%	-12	-2%	0%	-11%	19%	-2%	-2%	3%	x
COc1ccc(C2(C(=O)Nc3cc(C)on3)CCOCC2)cc1	0%	9	-3%[46.1 µM]	-1%	0%	-2%	0%	27%	-4%	0%
CCN(CC(=O)NC1CCS(=O)(=O)C1)C(C)C(=O)Nc1ccc(F)cc1 (stereo not drawn)	0%	-5	-2%	4%	-3%	x	4%	9%	x	x
CN(C)C(=S)NC(=NCc1ccc([N+](=O)[O-])cc1)c1ccccc1	0%	26	-5%	0%	-21%	4%	-10%	15%	u	-5%
CN(C(=O)c1cccc(NC(=O)C2CCN(C(=O)OC(C)(C)C)CC2)c1)C1CCC1	-5%	-6	8%	2%	x	x	-1%	-23%	x	x
CC12CCC(=O)C=C1C(F)CC1C2C(O)CC2(C)C1CCC2(O)C(=O)CO (stereo not drawn)	-4%	x	1%	2%	x	x	x	11%	x	x
Oc1ccc(N=Nc2nccs2)c(O)c1	-9%	-49	4%	-3%	-27%	u	-22%	-21%	u	u
C=CCn1c(SCC(=O)N2CCN(c3ccc(F)cc3)CC2)nnc1-c1ccco1	0%	-5	9%[46.1 µM]	5%	-2%	-4%	4%	-5%	-1%	-13%
COc1cccc(-c2cc(C(=O)NC3CCCC3)c3ccccc3n2)c1	-3%	x	6%	-16%	x	x	x	-5%	x	x
O=C(CSc1ncn[nH]1)Nc1ccnc2ccccc12	0%	-2	-1%	4%	0%	6%	15%	-48%[inhibitor]	-13%	1%
C=CCSc1nc2c(c(=O)[nH]c(=O)n2C)n1Cc1ccccc1	-4%	4	2%	-2%	4%	1%	-2%	1%	3%	-15%
NC(=O)N1N=C2/C(=C/c3ccccc3)CCCC2C1c1ccccc1 (stereo not drawn)	-5%	-25	-4%	2%	10%	-8%	9%	-9%	9%	-26%
O=C(CN1CCCCC1)Nc1ccc(S(=O)(=O)c2ccc(NC(=O)CN3CCCCC3)cc2)cc1	-3%	x	2%	-1%	x	x	x	-18%	x	x
CC(C)(C)C(=O)Nc1cc2c3c(c1)CC(=O)N3CCC2	5%	-3	-1%	3%	7%	2%	8%	u	2%	2%
COc1cc([N+](=O)[O-])ccc1NC(=O)CCCOc1ccccc1	0%	3	5%	-8%	-2%	6%	-3%	8%	25%	u
CC(C)c1[nH]nc2c1C(c1cccc(OC(=O)N3CCOCC3)c1)C(C#N)=C(N)O2 (stereo not drawn)	-2%	2	-1%	4%	-3%	-2%	1%	-20%	3%	-2%
CCC(C)N(C(=O)COC(=O)CSc1ccc(C)c(C)c1)C1CCS(=O)(=O)C1 (stereo not drawn)	-2%	4	11%	2%	-3%	x	8%	23%	x	x

An excerpt; rates above refer to the full screens.
